CHX counter – counter-screen hit for Shiga toxin inhibitors, cycloheximide; cell reporter, cycloheximide protein synthesis inhibition counterscreen; max response, %; 300,000 tested, 12% active; AID 2314; in the data active = max response mostly above about 13%, no sharp cut-off; inactive = mostly below about 14%; also: read at 38.3 µM for the half of the compounds with a filed dose; 0% is about no effect
Pf growth 96h – P. falciparum growth inhibition at 96 hours. P. falciparum luciferase reporter growth, 96 h. 320,000 tested, 6.9% active. Potency, µM (doses to about 28.7 µM), without a hit: at the highest dose activity change, negative = inhibition, usual class: inhibitors; also: potency is read from the fitted curve at half-maximal effect; % is scaled to controls: 0 for no effect and ±100 for the full control effect
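Compounds incubated with erythrocytes infected by luciferase-expressing P. falciparum (2% hematocrit, 0.05% parasitemia final) for 96 hours, 37 C in 5% CO2. Growth inhibition scored as decreased luciferase luminescence.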
Shiga toxin inh – blocks Shiga toxin action in Vero cells. Vero cells, Shiga toxin protein synthesis inhibition reporter. inhibition, % at 38.7 µM. 290,000 tested, 9.2% active. AID 2315; in the data active = inhibition mostly above about 28%, no sharp cut-off; inactive = mostly below about 43%; also: 0% is about no effect
AMA1-RON2 inh – inhibitors of Plasmodium falciparum AMA1-RON2 interaction | AlphaScreen AMA1-biotinylated RON2 peptide binding | Potency, µM (highest dose often 58.2 µM), without a hit: at the top dose activity change, negative = inhibition, most hits filed as inhibitors | 360,000 tested, 0.2% active | AID 720542;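 also: potency is read from the fitted curve at half-maximal effect; 0% = vehicle wells and -100% = peptide control; nearly all actives have a fitted effect of over 45% in size; some results filed as inactive show a strong effect at the top dose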
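AMA1 (3D7) with his tag at 25 nM final met compounds first, then biotinylated RON2 peptide at 25 nM; detection used donor plus acceptor beads, 10 µg/mL apiece, read by AlphaScreen after 30 min at room temperature.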
LmPK inh – blocks Leishmania mexicana pyruvate kinase activity | Q27686 | purified LmPK, Kinase-Glo ATP luminescence, 1 h | Potency, µM (top dose mostly 57.5 µM), inactives show at the highest dose activity change, negative = inhibition, actives largely listed as inhibitors | 290,000 tested, 0.37% active; also: potency is read from the fitted curve at half-maximal effect; % is scaled to controls: 0 for no effect and ±100 for the full control effect
Target sequence (Q27686 whole entry, looked up): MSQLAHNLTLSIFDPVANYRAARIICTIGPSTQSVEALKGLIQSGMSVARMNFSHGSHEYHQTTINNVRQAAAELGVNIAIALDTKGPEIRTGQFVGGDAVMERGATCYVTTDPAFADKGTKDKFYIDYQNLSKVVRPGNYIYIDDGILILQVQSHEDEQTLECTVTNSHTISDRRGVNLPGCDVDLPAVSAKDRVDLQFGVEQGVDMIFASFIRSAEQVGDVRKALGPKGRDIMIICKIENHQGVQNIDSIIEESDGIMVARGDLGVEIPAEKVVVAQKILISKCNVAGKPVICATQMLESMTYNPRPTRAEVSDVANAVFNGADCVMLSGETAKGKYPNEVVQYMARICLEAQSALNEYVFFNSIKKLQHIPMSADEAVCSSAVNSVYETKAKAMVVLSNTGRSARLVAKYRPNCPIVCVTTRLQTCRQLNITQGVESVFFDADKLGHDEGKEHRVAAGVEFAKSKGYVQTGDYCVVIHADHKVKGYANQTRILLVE
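ATP generated from ADP (0.1 mM) and PEP (0.5 mM) by 0.1 nM LmPK over 1 h at room temperature (pH 7.2 imidazole buffer) was detected by coupled luciferase luminescence. Values were normalized to uninhibited and no-enzyme wells.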
Pf growth 48h – P. falciparum growth inhibition at 48 hours (one generation). 310,000 tested, 5.9% active. Potency, µM (series often up to 28.7 µM), for the others: top-dose activity change, negative = inhibition, actives largely listed as inhibitors. P. falciparum luciferase growth in erythrocytes, 48 h; also: potency is read from the fitted curve at half-maximal effect; % is scaled to controls: 0 for no effect and ±100 for the full control effect
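Growth was read as firefly luciferase luminescence after a 48 h, 37 C, 5% CO2 exposure of compounds to reporter-bearing P. falciparum cultures (0.1% parasitemia, 2% hematocrit final) in Albumax-supplemented RPMI 1640.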
TbPYK inhibitor – blocks Trypanosoma brucei pyruvate kinase. TbPYK enzyme, Kinase-Glo Plus ATP luminescence, 45 min. Potency, µM (titrated, usually from 76.8 µM), inactives show at the highest dose activity, negative = inhibition, hits mostly inhibitors. 410,000 tested, 0.12% active; also: potency is read from the fitted curve at half-maximal effect; % is scaled to controls: 0 for no effect and ±100 for the full control effect; nearly all actives have a fitted effect of over 50% in size
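Luminescent Kinase-Glo Plus end-point after 45 min room-temperature reaction of T. brucei pyruvate kinase started with 130 uM ADP (final). Buffer TEA 50 mM pH 7.2 with KCl, MgCl2, BSA, Tween-20; titration-based qHTS with fitted concentration-effect curves.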
* hit, by the source's call; ? = inconclusive; . = no result given; [ ] = dose if it differs, or a comment. Unless noted, calls follow the shape of the dose curve; as a rule, active = well fitted curve in the direction sought with a large enough effect; inconclusive = small, poorly fitted or top-dose-only effect, or another doubt; inactive = no such curve, though single readings can be large; an effect the other way counts as inactive or inconclusive.

SMILES	CHX counter	Pf growth 96h	Shiga toxin inh	AMA1-RON2 inh	LmPK inh	Pf growth 48h	TbPYK inhibitor
Cc1ccc(NC(=O)C(c2ccc(Cl)cc2)N2CCCCC2)cc1 (configuration not stated)	-1.4	?	-6.7	26.8%	3.1%	?	3.4%
Cc1ccc(SC[C@H](C)CN2CC[C@H](C)CCC2=O)cc1	4.3	-25.4%	4.7	2.5%	-0.5%	57.6%[activator]	-2.4%
O=C(O)c1ccc(/C=N/NC(=O)c2ccc(F)cc2)cc1	15.9	-17.9%	7.4	-5.3%	1.2%	30.4%[activator]	-1.7%
COC(=O)c1ccccc1NC(=O)CNc1ccc(F)c(S(=O)(=O)N2CCOCC2)c1	.	-4.2%	.	-3.9%	.	?	1.9%
COc1cccc(C(=O)c2c(C)c(CCC#N)n3ccccc23)c1	5.9	24.6%	15.2	-6.8%	0.5%	2.7%	-4.5%
Cc1ccc(S(=O)(=O)CCC(=O)N2CCN(c3ccccc3F)CC2)cc1	-0.9	-17.6%	-8.5	-4.3%	6.4%	17.8%	2.1%
Cc1cc(NC(=O)CSc2nc3c(c(=O)n2Cc2ccccc2)SC(C)C3)no1 (configuration not stated)	-5.2	1.47µM*	14.9	-1.4%	4.6%	1.85µM*	-21.2%
CC1(c2ccccc2)NC(=O)N(CC(=O)NCc2cccc(Cl)c2)C1=O (configuration not stated)	-4.5	15.1%	-10.1	26.4%	-7.5%	17.4%	-11.8%
CC(NC(=O)/C(C#N)=C1\N=C(NC(=O)c2cccs2)c2ccccc21)c1ccccc1 (configuration not stated)	-1.0	-21.0%	10.7	-4.2%[2.32 µM]	-1.4%	37.9%[activator]	-2.8%
COc1ccc(NC(=O)CCN2CCN(S(=O)(=O)c3ccc(Br)cc3)CC2)cc1	-6.1	?	-2.1	-1.7%	-1.0%	?	-4.5%
O=C(O)/C=C/C(=O)Nc1cc(F)ccc1F	-1.5	-1.2%	-13.9	33.3%[activator]	-0.6%	-1.0%	4.5%
COc1cccc(NC(=O)Cc2nnc(SCC(=O)NC(C)c3ccccc3)n2C)c1 (configuration not stated)	-3.8	?	-4.1	-6.0%	7.6%	.	-1.0%
Cc1ccc(CC(=O)NCc2cccnc2)cc1	-1.1	3.8%	-7.5	.	2.4%	11.7%	.
O=C(Nc1ncc2c(n1)-c1ccccc1OC2)c1ccccc1Cl	1.1	?	15.2	12.3%	1.3%	0.5%	-2.4%
CCOc1ccc(S(=O)(=O)N2CCOCC2)cc1NC(=O)CSCc1c(C)noc1C	.	-15.1%	.	-11.4%	.	?	6.8%
O=C(NCCc1c[nH]c2ccccc12)c1ccc([N+](=O)[O-])cc1	38.0*	13.3%	79.8*	-3.4%	0.0%	18.1%	-4.6%
Cn1c(=O)c2cc3c(nc2n(C)c1=O)CC(c1ccccc1)CC3=O (configuration not stated)	-0.7	0.6%	-3.0	-8.4%	6.4%	?	-2.6%
CC(O)CNCc1ccc(Cl)cc1Cl (configuration not stated)	-0.6	-18.3%	4.0	0.0%	5.2%	-8.6%	10.6%
CN(CCc1ccccc1)Cc1ccccc1[N+](=O)[O-]	17.2*	58.7%[activator]	41.8	-6.6%	-2.6%	.	6.9%
O=C(Cn1c2ccccc2c(=O)c2ccccc21)Nc1ccccc1F	9.1	?	-8.5	-4.4%	-1.7%	?	-10.5%
COc1ccc(CNC(=O)C(=O)NCCC2CCCCN2S(=O)(=O)c2ccc(C)cc2)cc1 (configuration not stated)	.	?	.	-7.5%	.	?	0.9%
N#Cc1ccc(C(=O)NCC2CCCCC2)cc1	11.4*	4.0%	50.6*	-9.8%	3.3%	43.3%[activator]	2.1%
C[C@H](NC(=O)C1CC(=O)N(c2ccc3c(c2)OCCO3)C1)C(=O)NCc1ccco1 (some centres not stated)	3.0	31.4%[activator]	1.1	-7.8%	-5.7%	22.8%	-2.3%
CCOC(=O)n1c(=O)n(Cc2ccccc2C)c2ccccc21	9.8	-4.0%	-9.4	-18.1%	4.5%	0.9%	-4.3%
CCc1ccc(OCC(=O)N2CCN=C2c2ccccc2)cc1	-0.9	30.5%[activator]	-8.8	5.7%	-1.7%	.	-7.7%

Brought forward from above: five entries, then new ones.
SMILES	CHX counter	Pf growth 96h	Shiga toxin inh	AMA1-RON2 inh	LmPK inh	Pf growth 48h	TbPYK inhibitor
COc1ccc(CNC(=O)C(=O)NCCC2CCCCN2S(=O)(=O)c2ccc(C)cc2)cc1 (configuration not stated)	.	?	.	-7.5%	.	?	0.9%
N#Cc1ccc(C(=O)NCC2CCCCC2)cc1	11.4*	4.0%	50.6*	-9.8%	3.3%	43.3%[activator]	2.1%
C[C@H](NC(=O)C1CC(=O)N(c2ccc3c(c2)OCCO3)C1)C(=O)NCc1ccco1 (some centres not stated)	3.0	31.4%[activator]	1.1	-7.8%	-5.7%	22.8%	-2.3%
CCOC(=O)n1c(=O)n(Cc2ccccc2C)c2ccccc21	9.8	-4.0%	-9.4	-18.1%	4.5%	0.9%	-4.3%
CCc1ccc(OCC(=O)N2CCN=C2c2ccccc2)cc1	-0.9	30.5%[activator]	-8.8	5.7%	-1.7%	.	-7.7%
COC(=O)c1c(N)sc(C(=O)NCCc2ccccc2)c1C	1.4	0.0%	-5.5	-7.5%	-19.9%	140.3%[activator]	-30.5%
O=C1c2ccccc2NC2(CCCCC2)N1c1ccc(O)cc1	13.7*	29.6%	28.5	-4.4%	-8.6%	35.9%[activator]	-11.4%
O=c1cc(O)nc(-c2ccc(Cl)cc2)s1	-1.2	42.4%	20.9	-4.1%	1.8%	34.8%	2.2%
COc1cc(NC(=O)CCCc2c[nH]c3ccccc23)cc(OC)c1	-1.8	9.4%	-6.9	0.0%	3.5%	-7.3%	-18.8%
CCOc1ccc(C(=O)NC(=S)Nc2ncccc2C)cc1[N+](=O)[O-]	24.7*	0.0%	32.6*	77.8%[activator]	1.7%	21.8%	-2.2%
Cc1cccc(C)c1NC(=O)C1CSC2(C)CCC(=O)N12 (configuration not stated)	.	10.6%	.	-3.4%	.	-14.6%	2.5%
COc1ccc(OC)c(CNC(=O)CCN2C(=O)COc3ccccc32)c1	6.9	.	-3.4	0.0%	9.9%	17.8%	-53.2%
N#CC(C#N)=CC1=C2OC(c3ccccc3)=CC(c3ccccc3)=C2CCC1	-3.4	-7.8%	-8.9	-12.3%	-5.0%	.	-4.2%
COc1ccc(S(=O)(=O)NNC(=O)c2cccs2)cc1	10.2	7.1%	24.8	11.0%	4.9%	-2.4%	-4.2%
Cc1cc(=O)oc2c(C)c(OC(C)C(=O)N3CC[C@@]4(O)CCCC[C@H]4C3)ccc12 (some centres not stated)	-1.7	?	5.6	12.8%	0.5%	?	-1.5%
CC(=O)NNc1nc(-c2ccc(C)cc2)cs1	22.6*	-2.9%	70.6*	55.4%[activator]	-7.7%	0.0%	2.2%
COc1ccccc1OCCCn1cc(C(=O)c2ccco2)c2ccccc21	34.6*	17.3%[5.75 µM]	143.4*	5.6%	10.5%	?	-5.5%
COC(=O)c1cccc(NC(=O)c2cccnc2C(=O)O)c1C	29.3*	19.2%	58.7*	-11.6%	-1.6%	18.5%	7.1%
Cc1ccc(-n2c(C)cc(/C=C3/C(=N)N4C(c5ccccc5)=CSC4=NC3=O)c2C)cc1	-1.6	-23.6%	-1.9	-5.4%	1.6%	6.7%	-1.9%
O=C(NCc1ccccc1)C1=C[C@@H](c2coc3ccccc3c2=O)C[C@@H](OCCCCO)O1	0.9	?	39.6	-5.9%	9.1%	?	-1.3%
CC(C)[C@H](NC(=O)c1ccc(F)cc1)C(=O)N(C)Cc1cccs1	.	-30.8%	.	-6.0%	.	-25.9%	-0.4%
CN1CCN(C(=O)c2ccccc2NC(=O)CCN2C(=O)c3ccccc3C2=O)CC1	-1.3	.	-8.4	3.0%	-1.0%	7.6%	2.3%
O=C(c1ccccc1)c1ccc(OC(=O)N2CCCC2)cc1	37.5*	.	47.5*	7.2%	-2.7%	50.8%[activator]	6.3%
C[N+](C)(C)CCCCCCC(=O)/C=N/O	-3.9	-8.4%	-8.2	2.1%	-5.1%	-10.6%	-2.2%
COc1cccc(OCC(Cn2cnc3ccccc32)OC(C)=O)c1 (configuration not stated)	7.0	24.3%	3.0	-4.4%	0.9%	-29.4%	-3.5%
Cc1cccc(/C=C2\Sc3ccc(C(=O)N4CCOCC4)cc3N(C)C2=O)c1	1.3	16.8%	-11.4	-7.0%	-6.4%	?	-0.9%
C=CCn1c(SCC(=O)N2CCc3ccccc3C2)nnc1-c1ccncc1	-2.8	-6.6%	-18.5	2.4%	-4.3%	7.6%	-3.0%
COc1ccc(CCn2c(-c3ccccc3)nc3c(c(=O)c4ccccc4n3C)c2=O)cc1	-2.1	?	-11.9	.	1.4%	0.0%	.
c1ccc(CSc2n[nH]c(-c3ccco3)n2)cc1	20.0*	71.7%[activator]	81.2*	-11.9%	-3.2%	46.4%[activator]	-8.6%
COc1ccc2nc(NC(=O)Cn3cnc4c(=O)n(C)c(=O)n(C)c43)sc2c1	-3.1	?	13.3	-1.1%	1.4%	17.3%	-6.0%
Next part.
SMILES	CHX counter	Pf growth 96h	Shiga toxin inh	AMA1-RON2 inh	LmPK inh	Pf growth 48h	TbPYK inhibitor
NC(=S)Nc1cc(Cl)cc(Cl)c1	-1.4	6.0%	-5.6	10.4%	-3.9%	-15.4%	-9.4%
Fc1ccccc1/C=N/Nc1nn[nH]n1	1.3	96.7%[activator]	-12.7	46.4%[activator]	-10.1%	.	-2.6%
O=C(Cn1cnc2ccccc2c1=O)NCCC(=O)N1CCN(c2ccccc2)CC1	2.3	-11.2%	-7.9	-2.4%	0.2%	?	1.4%
O=C(CCCc1c[nH]c2ccccc12)NCc1ccccc1F	-6.1	13.2%	24.1	0.0%	-0.4%	-6.7%	-7.4%
CC(C)(C)NC(=O)C(c1cccs1)N(CC1CCCO1)C(=O)Cn1nnc(-c2cccs2)n1 (configuration not stated)	3.5	.	14.4	?	-4.0%	?	1.2%
COc1ccc(CNC(=O)C2CCCN(S(=O)(=O)N3CC(C)CC(C)C3)C2)c(OC)c1 (configuration not stated)	-2.3	2.9%	-2.5	7.4%	9.1%	?	0.0%
COC(=O)c1sccc1NC(=S)N1CCCCC1	14.6	.	-23.7	-7.4%	3.3%	?	-14.0%
CC(C)(C)C(=O)N1CCN(c2nc3ccccc3o2)CC1	16.1	?	26.7	0.2%	7.5%	4.4%	1.5%
CCCCc1nc2sc3c(=O)n(N)cnc3c2c2c1CCCC2	-6.1	-28.5%	-8.9	-2.9%	-0.4%	5.1%	7.4%
COC(=O)[C@@]12CCCCN1[C@H](c1ccc(-c3cccc(Cl)c3)c(OC)c1)[C@@H]1C(=O)N(C)C(=O)[C@@H]12	.	7.38µM*	.	-21.9%	.	9.28µM*	-9.2%
Cc1ccccc1-n1c(O)c(/C=C2/C(c3ccccc3)=Nc3ccccc32)c(=O)[nH]c1=O	54.2*	-15.3%	85.6*	-11.2%	-0.1%	11.7µM*	-11.7%
CCOC(=O)N/N=C\c1ccc(-c2cc(Cl)ccc2Cl)o1	-4.3	22.0%	-3.2	?	0.7%	5.22µM*	-3.7%

Screens deposited in PubChem BioAssay by National Center for Advancing Translational Sciences (NCATS).
